Screens as filed in PubChem.
ERK EGF block = qHTS Assay for Inhibitors of the ERK Signaling Pathway using a Homogeneous Screening Assay; Stimulation with EGF; HEK293-V1b, EGF-stimulated phospho-ERK AlphaScreen; Potency, µM (highest dose often 11.5 µM), for the others: at the highest dose activity change, negative = inhibition, most hits filed as inhibitors; 130,000 compounds, 0.41% hits; active = well fitted inhibition curve with a large enough effect; inconclusive = small, poorly fitted or top-dose-only effect, or effect the other way;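 note: plate controls were stimulated vehicle wells for no effect and unstimulated vehicle basal for full effect; nearly all actives have a fitted effect of over 55% in size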
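In this qHTS, HEK293 cells with stable type-1 vasopressin (V1b) receptor were exposed to compound at 37C for 30 min, stimulated 5 min with EGF at 25 nM, lysed, and probed for phospho-ERK by AlphaScreen.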
* hit, by the source's call; [ ] = dose if it differs, or a comment. Potency is the fitted concentration of half-maximal effect.

Screening Cc1cc(/C=N/NC(=O)c2cccc([N+](=O)[O-])c2)c(C)n1-c1ccccc1 returned ERK EGF block 5.1%.
`O=C(CCc1ccccc1)NCCSc1ccccc1` gave ERK EGF block 2.4%.
`CN(C)/C=C1\NC(=S)N(c2ccccc2)C1=O` gave ERK EGF block -9.3%[57.5 µM].
`CCOC(=O)c1ccc(NC(=S)NNC(=O)COC)cc1` gave ERK EGF block 3.0%.
COc1cc([N+](=O)[O-])ccc1NC(=O)c1cccc(NC(=O)C(C)C)c1 was read as ERK EGF block -0.9%.
Screening COc1cccc(CC(NC(C)=O)C(=O)NC2CCN(c3c(Cc4ccccc4)c(C)nc4ncnn34)CC2)c1OC (configuration not stated) returned ERK EGF block 18.1%.
Screening O=C(CCN1C(=O)/C(=C/c2cccc(Br)c2)SC1=S)Nc1cccnc1 returned ERK EGF block 0.4%[57.5 µM].
`Cn1cccc1C(=O)N1CCC2(CCCN(c3ccccn3)C2)CC1` gave ERK EGF block -8.0%.
`CCCN1CCC(=O)N(CCSc2ccc(OC)cc2)CC1` gave ERK EGF block -3.4%[57.5 µM].
CC(C)OC(=O)CSc1nnc(-c2ccc([N+](=O)[O-])cc2)o1 was read as ERK EGF block 5.6%.
`COc1ccccc1NC(=O)CSc1ccc(-c2cccs2)nn1` gave ERK EGF block 1.2%.
Screening COc1cc(/C=C/C(=O)O)cc(Br)c1O returned ERK EGF block -8.0%[57.5 µM].
Screening Cc1ccccc1-n1c(=O)[nH]c(=O)c2c(N)c(C(=O)c3ccc(Cl)cc3)sc21 returned ERK EGF block -3.9%.
Screening Cc1ccc(Cl)c(OCC(=O)NN2CCN(C)CC2)c1 returned ERK EGF block 2.5%[57.5 µM].
`Cc1ccc(CNC(=O)CCC(=O)Nc2nnc(C3CCCCC3)s2)cc1` gave ERK EGF block -2.5%[57.5 µM].
`O=C1c2ccccc2C(=O)N1CCSc1ncn[nH]1` gave ERK EGF block 0.0%.
Cc1csc2c(NCCCN3CCOCC3)ncnc12 was read as ERK EGF block -0.4%[57.5 µM].
O=C1Nc2ccc(Br)cc2/C1=C/C(=O)c1ccc2c(c1)OCO2 was read as ERK EGF block 31.6µM*.
`O=c1cc(C(F)(F)F)oc2c1ccc1ccccc12` gave ERK EGF block -1.3%.
For Cn1c(-c2ccccc2)c(C(=O)CCl)c2ccccc21 the results were ERK EGF block -12.9%.
For O=C(CCCn1c(=O)[nH]c2ccc(Br)cc2c1=O)NCc1ccc(Cl)cc1 the results were ERK EGF block -4.7%.
`Clc1ccc(C2=Nn3c(nnc3-c3n[nH]c4c3CCC4)SC2)cc1Cl` gave ERK EGF block -14.5%.
For O=C(CSc1ccc(-c2ccc(F)cc2)nn1)NCCc1ccccc1 the results were ERK EGF block 0.5%.
Screening COc1cccc(NC(=S)N2CCn3c(nc4ccccc43)C2)c1 returned ERK EGF block 9.0%.
O=C(N/N=C/c1ccncc1)c1ccc(OCc2ccccc2)cc1 was read as ERK EGF block -7.3%[57.5 µM].
`Nc1cc(N)cc(C(=O)OCC(=O)Nc2cc(S(=O)(=O)N3CCCCC3)ccc2Cl)c1` gave ERK EGF block -2.1%.
Screening COc1ccccc1C(CC(=O)N1CCCC1)c1ccc2c(c1)OCO2 (configuration not stated) returned ERK EGF block 1.8%.
Screening Cc1ccc(Cn2nnnc2CN2CCC(NC(=O)C(C)(C)C)CC2)cc1 returned ERK EGF block -9.5%.
COc1cccc(-c2cc(C(F)(F)F)c(C#N)c(=O)[nH]2)c1 was read as ERK EGF block 2.6%.
For CN1C(=S)SC(/[N+]([O-])=C/c2ccc(Cl)cc2)C1(C)C (configuration not stated) the results were ERK EGF block 18.2%[57.5 µM].
`COC(=O)c1sc(C(F)(F)F)c(-c2ccccc2)c1S(=O)(=O)NC(C)(C)C` gave ERK EGF block 6.6%[57.5 µM].
For COc1ccc(/C=N/N=C2/NC(=O)C(CC(=O)NC(C)C)S2)cc1 (configuration not stated) the results were ERK EGF block -10.5%.
Screening CC12CCC(=O)N1C(C(=O)OCC(=O)Nc1cccc(S(=O)(=O)N3CCCCCC3)c1)CS2 (configuration not stated) returned ERK EGF block -8.8%.
Screening O=[N+]([O-])c1ccc(O)c(/C=N/n2cnnc2)c1 returned ERK EGF block 8.4%.
CCCCNC(=O)/C=C1\Sc2ccccc2NC1=O was read as ERK EGF block -1.5%.
`COc1ccc(C(=O)NCC2OCCc3ccccc32)cc1OC` (configuration not stated) gave ERK EGF block -6.2%.
`COc1ccc(C(=O)NC(=S)NCc2ccco2)cc1` gave ERK EGF block -1.5%[57.5 µM].
COC(=O)[C@@H]1C[C@H]1[C@@H](NC(=O)c1cc(C)nn1C)c1ccccc1 was read as ERK EGF block -18.4%.
C=CCn1c(SCC(=O)NC2CCS(=O)(=O)C2)nnc1-c1ccncc1 (configuration not stated) was read as ERK EGF block -2.3%.
`COc1cccc(NC(=O)CN(c2cccc(OC)c2)S(C)(=O)=O)c1` gave ERK EGF block -5.1%.
O=C(NCc1ccccc1Cl)NC(=O)c1csc([N+](=O)[O-])c1 was read as ERK EGF block 3.2%[57.5 µM].
`COc1ccc(C(=O)c2ccccc2)c(OCC(=O)NC2CC2)c1` gave ERK EGF block -8.0%.
For Cc1nc2ccc([N+](=O)[O-])cc2[nH]1 the results were ERK EGF block 10.7%.
`Cc1nc(Cl)sc1C(=O)Nc1ccccc1` gave ERK EGF block 10.7%.
For COc1ccc(CN2C(=O)CCC(C(=O)O)C2c2ccccc2)cc1 (configuration not stated) the results were ERK EGF block -2.4%.
`COc1ccc(/C=C/C(=O)O)cc1S(=O)(=O)N1CCC(Cc2ccccc2)CC1` gave ERK EGF block 0.8%[57.5 µM].
CCn1nc(C)c([N+](=O)[O-])c1C(=O)NNC(=O)c1ccccc1Cl was read as ERK EGF block -7.4%[57.5 µM].
For CCCONC(=O)Nc1ccccc1[N+](=O)[O-] the results were ERK EGF block 4.4%.

Compounds shown so far with a nitro group on carbon (8):
Screening Cc1cc(/C=N/NC(=O)c2cccc([N+](=O)[O-])c2)c(C)n1-c1ccccc1 returned ERK EGF block 5.1%.
COc1cc([N+](=O)[O-])ccc1NC(=O)c1cccc(NC(=O)C(C)C)c1 was read as ERK EGF block -0.9%.
CC(C)OC(=O)CSc1nnc(-c2ccc([N+](=O)[O-])cc2)o1 was read as ERK EGF block 5.6%.
Screening O=[N+]([O-])c1ccc(O)c(/C=N/n2cnnc2)c1 returned ERK EGF block 8.4%.
O=C(NCc1ccccc1Cl)NC(=O)c1csc([N+](=O)[O-])c1 was read as ERK EGF block 3.2%[57.5 µM].
For Cc1nc2ccc([N+](=O)[O-])cc2[nH]1 the results were ERK EGF block 10.7%.
CCn1nc(C)c([N+](=O)[O-])c1C(=O)NNC(=O)c1ccccc1Cl was read as ERK EGF block -7.4%[57.5 µM].
For CCCONC(=O)Nc1ccccc1[N+](=O)[O-] the results were ERK EGF block 4.4%.

More records follow:
Screening Cc1cc2c(N=NC(=O)C3CC3c3ccccc3)c(O)[nH]c2cc1Br (configuration not stated) returned ERK EGF block 9.2%.
Screening O=C(CS(=O)(=O)c1cn(Cc2ccc(F)cc2)c2ccccc12)N1CCCCC1 returned ERK EGF block 3.6%.
`CCN(CC)S(=O)(=O)c1ccc(C(=O)NCCN(C)C)cc1` gave ERK EGF block -4.4%.
`CCOC(=O)c1ccc(NC(=O)COc2ccc(CNCCO)cc2OCC)cc1` gave ERK EGF block -7.4%.
`O=C(CCc1ccccc1)NNC(=O)c1ccc(F)cc1` gave ERK EGF block -4.8%.
`O=C1C2Sc3[nH]c(=O)sc3C(c3cc([N+](=O)[O-])ccc3O)C2C(=O)N1c1ccccc1` (configuration not stated) gave ERK EGF block 9.7%[57.5 µM].
Fc1ccccc1C1c2[nH]c3ccccc3c2CCN1Cc1ccoc1 (configuration not stated) was read as ERK EGF block -9.4%.
Screening COc1cc(/C=N/NC(=O)c2ccc3ccccc3c2)ccc1Oc1ccc([N+](=O)[O-])cn1 returned ERK EGF block 7.0%.
Screening Cc1cc(C)c(NC(=O)c2cc(C(=O)O)ccc2C(=O)O)c([N+](=O)[O-])c1 returned ERK EGF block -8.2%.
For CC1SCCN1S(=O)(=O)c1ccc2ccccc2c1 (configuration not stated) the results were ERK EGF block 4.8%.
Brc1ccc2c(c1)C(c1cccnc1)=NNC(c1cccs1)=N2 was read as ERK EGF block 11.5%.
`Cc1cc(C)cc(OCC(=O)Nc2ccc3c(c2)OCCO3)c1` gave ERK EGF block 4.4%.
For COC(=O)c1ccccc1NC(=O)C/C(C)=N/NC(=O)CC#N the results were ERK EGF block 31.7%.
For O=C(/C=C/c1ccccc1)N1c2ccccc2Sc2ccc(C(F)(F)F)cc21 the results were ERK EGF block 3.1%.
`CC(=O)Nc1cccc(OCCCNC(=O)c2ccc(F)cc2)c1` gave ERK EGF block 2.0%[57.5 µM].
Screening COc1cc(C2=NOC(C(=O)Nc3cccnc3)C2)cc(OC)c1OC (configuration not stated) returned ERK EGF block 0.6%.
`O=C(Nc1ccc(Cl)cc1C(=O)N1CCOCC1)c1cccc([N+](=O)[O-])c1` gave ERK EGF block 5.2%.
O=C(Cn1ccc(=O)[nH]c1=O)NCCO was read as ERK EGF block -5.7%.
For O=C(COC(=O)C1CCN(S(=O)(=O)c2cccs2)CC1)Nc1ccc(F)cc1F the results were ERK EGF block -13.6%[57.5 µM].
`COCCCNC(=S)N1CCC(C(=O)c2ccc3c(c2)OCCO3)CC1` gave ERK EGF block 0.0%.
O=C(NCc1cccnc1)C1CCCN(S(=O)(=O)c2cccc3nsnc23)C1 (configuration not stated) was read as ERK EGF block 3.4%.
For CC(=O)c1ccc(Nc2c3c(nc4ccccc24)CCCC3)cc1 the results were ERK EGF block -16.7%[57.5 µM].
`NC(=O)c1nn(-c2ccc(Cl)cc2Cl)c(=O)cc1O` gave ERK EGF block -1.3%.
`COc1ccccc1-n1c(-c2cn(C)nc2C)n[nH]c1=S` gave ERK EGF block 6.0%.
For S=C(Nc1ccccn1)Nc1ccccc1Cl the results were ERK EGF block -19.5%.
For Cc1ccnc(SCC(=O)N2CCN(c3ccccc3)CC2)n1 the results were ERK EGF block 3.3%.
For Cc1nn(C)c2ncc(C(N)=O)c(Oc3ccc(Cl)cc3)c12 the results were ERK EGF block -14.4%[57.5 µM].
For CC[C@H](C)[C@H](NC(N)=O)C(=O)Nc1ccc(C)cc1 the results were ERK EGF block -5.9%.
`CC(=O)Nc1ccccc1OCC(=O)NCCC1=CCCCC1` gave ERK EGF block -4.8%.
`CCOC(=O)C1(CCCc2ccccc2)CCN(C(=O)c2cnc(C)cn2)CC1` gave ERK EGF block -3.9%.
`CC(C)Oc1ccc(C(=O)Nc2ccc([N+](=O)[O-])cc2)cc1` gave ERK EGF block 3.0%.
`O=C(NNc1c(Cl)cccc1Cl)c1sccc1Cl` gave ERK EGF block 8.5%[57.5 µM].
COC(=O)/C(C#N)=C1/C=Cc2ccccc2N1 was read as ERK EGF block -2.9%.
Screening O=C(/C=C/c1ccc(O)c(O)c1)c1ccc(S(=O)(=O)N2CCCCCC2)cc1 returned ERK EGF block inconclusive.
`Cc1cc(/C=C(\C#N)C(=O)Nc2ccccc2F)c(C)[nH]1` gave ERK EGF block -7.2%.
For CC1CCc2c(sc3ncnc(NS(=O)(=O)c4cccs4)c23)C1 (configuration not stated) the results were ERK EGF block -1.5%.
Screening COCCSc1nnc(NC(=O)C2CC(=O)N(c3ccc(OC)cc3)C2)s1 (configuration not stated) returned ERK EGF block 3.8%.
For Cc1ccc(-c2nn[nH]n2)cc1Cl the results were ERK EGF block 20.0%[57.5 µM].
O=C(O)CCCCCN1C(=O)/C(=C\c2ccc(-c3ccc(Cl)cc3)o2)SC1=S was read as ERK EGF block 0.9%[57.5 µM].
For COc1cc(CO)ccc1Oc1nc2ccccc2n2cnnc12 the results were ERK EGF block -13.1%[57.5 µM].
For NS(=O)(=O)c1ccc(CCNS(=O)(=O)c2ccc(Cl)nc2)cc1 the results were ERK EGF block 4.0%[57.5 µM].
Screening COc1ccccc1Nc1nc(N)nc(CSC(=S)N2CCOCC2)n1 returned ERK EGF block -0.5%[57.5 µM].
Screening COc1ccc(/C=C/C2=CC(C)(C)NC(=S)N2)c(OC)c1 returned ERK EGF block -2.5%.
COc1ccc2c(c1)CCC/C2=N\NC(=O)c1ccoc1C was read as ERK EGF block 4.9%.
Cc1cc(N2CCCC2=O)cc(C)c1S(=O)(=O)Nc1c(C)nn(C)c1C was read as ERK EGF block -12.2%.
Cc1c(NC(=S)NC(=O)CC(C)C)c(=O)n(-c2ccccc2)n1C was read as ERK EGF block 6.1%.
`COC(=O)c1sccc1NC(=O)CC1C(=O)NCCN1C(=O)c1ccc(C)c(C)c1` (configuration not stated) gave ERK EGF block -4.6%[57.5 µM].
For CCc1ccc(Oc2cc(Cl)nc(N)n2)cc1 the results were ERK EGF block -9.5%.
Screening Cn1nc(-c2ccc(Cl)cc2)nc2c(=O)n(C)c(=O)nc1-2 returned ERK EGF block inconclusive.
Screening C/C(=N/NC(=O)CNC(=O)c1ccccn1)c1ccc([N+](=O)[O-])cc1 returned ERK EGF block -3.8%.
For COc1ccc(C2(C(=O)Nc3ccc(S(N)(=O)=O)cc3)CCCC2)cc1 the results were ERK EGF block -5.3%.
`O=C(Nc1ccc(S(=O)(=O)N2CCOCC2)cc1)c1cc(-c2ccccc2O)n[nH]1` gave ERK EGF block -13.7%[57.5 µM].
`Cc1nn(-c2nc3ccccc3[nH]2)c(N)c1-c1ccccc1` gave ERK EGF block 5.7%.
COc1ccccc1NS(=O)(=O)c1cc(NC(=O)C2CCCC2)ccc1N1CCOCC1 was read as ERK EGF block 11.9%.
`O=C(CN1CCCC1)Nc1ccc([N+](=O)[O-])cc1Cl` gave ERK EGF block -5.4%.
Cc1cccc2sc(NC(=O)c3cc(S(=O)(=O)N(C)C)ccc3N3CCCC3)nc12 was read as ERK EGF block 13.3%.
Screening Cc1ccc(C(=O)NCCSCc2ccccc2)cc1[N+](=O)[O-] returned ERK EGF block -3.4%.

A portion of the library; the hit share may differ from the screen's.
